Mtb BioA inh: M. tuberculosis BioA enzyme inhibitors, primary screen, biochemical, plate reader, single point, HTS; 7,8-diaminopelargonic acid synthase BioA (Mycobacterium tuberculosis); inhibition, % at 9.99 µM; hit rate 0.096% among 360,000; purified M. tuberculosis BioA enzyme; AID 602481, 2012; in the data active = inhibition above about 40%; inconclusive = no clear call, values can overlap the other calls
GDH-TPI inh: GDH-TPI coupling enzyme inhibitors, primary screen, artefact control for M. tuberculosis FBA inhibitor project, biochemical, absorbance, full deck; GDH-TPI coupled enzyme counterscreen, NADH absorbance; inhibition, % at 4.8 µM; hit rate 1.2% among 360,000;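 note: 0% = DMSO wells and 100% = wells lacking the enzyme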
Mtb FBA inh: Mtb FBA enzyme inhibitors, primary screen, biochemical, fluorescence, strain H37Rv; hit rate 2.3% among 360,000; purified M. tuberculosis FBA, fluorescence read-out; Fructose-bisphosphate aldolase (Mycobacterium tuberculosis (strain ATCC 25618 / H37Rv)), …; inhibition, % at 1 µM; in the data active = inhibition above about 27%;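 note: 0% = vehicle and 100% = reference inhibitor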
Target sequence (P9WQA3 whole entry, looked up): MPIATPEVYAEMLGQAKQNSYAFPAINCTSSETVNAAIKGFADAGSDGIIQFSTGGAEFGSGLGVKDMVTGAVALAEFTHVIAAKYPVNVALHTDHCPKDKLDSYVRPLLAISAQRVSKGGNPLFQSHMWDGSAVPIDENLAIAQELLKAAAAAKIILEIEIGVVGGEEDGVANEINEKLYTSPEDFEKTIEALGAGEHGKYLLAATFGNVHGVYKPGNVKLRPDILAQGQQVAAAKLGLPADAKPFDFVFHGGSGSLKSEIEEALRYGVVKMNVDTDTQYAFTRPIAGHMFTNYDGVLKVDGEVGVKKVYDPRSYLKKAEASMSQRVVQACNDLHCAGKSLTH
CCHFV vOTU inh: CCHFV vOTU protease inhibitors, primary screen, biochemical, Pep-AMC substrate, fluorescence; inhibition, % at 11.5 µM; hit rate 0.55% among 370,000; note: 0% = vehicle wells with enzyme and 100% = no enzyme wells
FadD28 FP inh: inhibitors of FadD28 bisubstrate probe binding, primary screen, biochemical, fluorescence polarization, single point | AID 588549, 2011 | hit rate 0.22% among 360,000 | inhibition, % at 12.5 µM | Mycobacterium tuberculosis FadD28 fatty-acid-AMP ligase; in the data active = inhibition above about 8.5%, passing the limit was not always enough; inconclusive = no clear call, values can overlap the other calls
Rv3671c protease: Rv3671c serine protease inhibitors, primary screen, biochemical, fluorescence polarization, M. tuberculosis H37Rv | P9WHR9 | hit rate 0.048% among 320,000 | inhibition, % at 5.96 µM; in the data active = inhibition above about 38%;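 note: extracellular domain of Rv3671c used as enzyme; 0% = enzyme with DMSO and 100% = no enzyme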
BoNT-F LC inh: BoNT/F light chain protease inhibitors, primary screen, biochemical, flow cytometry, MLPCN library | Multiplex microsphere protease cleavage assay | hit rate 0.22% among 360,000 | Botulinum neurotoxin type F light chain protease (Clostridium botulinum) | inhibition, % at 10 µM; in the data active = inhibition above about 35%, passing the limit was not always enough; inconclusive = no clear call, values can overlap the other calls; note: plate controls were buffer without enzyme for full effect and enzyme alone for no effect
DUSP3 inh: VHR1 phosphatase inhibitors, primary screen, biochemical, absorbance, uHTS | Dual specificity protein phosphatase 3 (Homo sapiens), P51452 | recombinant VHR phosphatase, pNPP absorbance | inhibition, % at 13.3 µM | hit rate 0.52% among 290,000; in the data active = inhibition above about 50%; note: some compounds called inactive have numbers as strong as hits
Target sequence (P51452 whole entry, looked up): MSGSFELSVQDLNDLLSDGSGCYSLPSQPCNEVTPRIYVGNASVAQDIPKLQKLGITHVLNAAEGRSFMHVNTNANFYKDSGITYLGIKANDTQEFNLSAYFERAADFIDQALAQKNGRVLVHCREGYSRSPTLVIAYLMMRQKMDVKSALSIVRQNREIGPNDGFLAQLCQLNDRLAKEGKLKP
MazEF act: activators of E. coli MazEF toxin-antitoxin RNase, primary screen, biochemical, fluorescence, uHTS; Endoribonuclease toxin MazF (Escherichia coli (strain K12)), P0AE70; FAM/BHQ RNA-DNA oligo cleavage fluorescence, 5 h; activation, % at 20 µM; hit rate 0.32% among 350,000; AID 504720, 2011; in the data active = activation above about 50%
Target sequence (P0AE70 whole entry, looked up): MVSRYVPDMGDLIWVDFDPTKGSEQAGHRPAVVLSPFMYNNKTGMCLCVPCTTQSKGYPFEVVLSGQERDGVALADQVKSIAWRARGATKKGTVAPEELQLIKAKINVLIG
Mtb UGM inh: M. tuberculosis UGM enzyme inhibitors, primary screen, biochemical, fluorescence polarization, single point; hit rate 0.06% among 320,000; purified UGM, fluorescence polarization probe displacement; UDP-galactopyranose mutase (Mycobacterium tuberculosis (strain ATCC 25618 / H37Rv)), …; inhibition, % at 10 µM; in the data active = inhibition above about 10%, passing the limit was not always enough; inconclusive = no clear call, values can overlap the other calls
Target sequence (P9WIQ1 whole entry, looked up): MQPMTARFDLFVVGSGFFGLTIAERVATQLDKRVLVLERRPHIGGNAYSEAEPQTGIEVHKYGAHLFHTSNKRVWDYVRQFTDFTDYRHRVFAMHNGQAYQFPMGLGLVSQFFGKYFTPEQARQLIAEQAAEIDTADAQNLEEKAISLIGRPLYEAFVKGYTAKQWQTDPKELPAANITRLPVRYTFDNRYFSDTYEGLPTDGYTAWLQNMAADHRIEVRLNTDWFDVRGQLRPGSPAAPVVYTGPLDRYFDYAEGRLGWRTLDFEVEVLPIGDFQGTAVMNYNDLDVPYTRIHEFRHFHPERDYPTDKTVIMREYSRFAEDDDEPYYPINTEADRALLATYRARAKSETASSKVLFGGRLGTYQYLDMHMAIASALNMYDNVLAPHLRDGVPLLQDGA
* = called active by the depositor; i = inactive; u = inconclusive; x = not tested or not shown; & = joins results of further samples. Cut-off read from the data, not from the text of the source, unless noted: active = inhibition above about 30%; inactive = the rest. Compounds were not picked by outcome, and some 4.9% of all compounds hit somewhere here.

Every second line gives: Mtb BioA inh	GDH-TPI inh	Mtb FBA inh	CCHFV vOTU inh	FadD28 FP inh	Rv3671c protease	BoNT-F LC inh	DUSP3 inh	MazEF act	Mtb UGM inh
- CCOC(=O)C1CCN(C(=O)c2cc3cc4ccc(OC)cc4nc3o2)CC1
 : -1.7	24	106*	-34	-1.2	2	10	15	5	3.5
- NS(=O)(=O)c1ccc(NCc2ccccc2OCc2ccc(F)cc2)cc1
 : x	4	1	13	0.3	-17	-6	32	1	2.4
- O=C(CC(O)c1ccncc1)c1ccccc1O (stereo not drawn)
 : 1.1	9	2	-5	-0.3	x	3	x	-4	x
- Clc1cccc(Sc2ccc(-c3ccccn3)s2)c1
 : x	-6	4	-11	-4.3	10	-8	40	-6	-1.6
- C[C@@H](OC(=O)N(C)Cc1ccccc1)[C@H]1O[C@]2(C)CCCC[C@H]1O2
 : 6.3	3	2	-2	-2.4	-1	1	x	8	-2.5
- O=C(NCCOc1ccc(F)cc1)C1CCN(S(=O)(=O)c2ccccc2)CC1
 : 1.3	0	2	-13	-3.1	-8	5	24	-3	2.2
- FC(F)Oc1ccccc1NC(=S)Nc1cccnc1
 : x	8	0	-5	-0.4	-2	-9	0	3	0.4
- Cn1c(=O)n(CC(=O)NC2CCCCC2)c(=O)c2ccccc21
 : 1.0	10	4	2	0.2	1	-12	-6	0	-2.9
- Cc1ccc(C(C)NC(=O)c2c(-c3ccccc3)noc2C)cc1C (stereo not drawn)
 : -0.6	-11	-2	1	-2.3	2	-20	19	3	0.8
- COCCNc1nc(NCCCN(C)C)c2sccc2n1
 : -0.2	15	5	7	-0.8	x	3	x	x	x
- Cn1c(N2CCN(C(=O)NC34CC5CC(CC(C5)C3)C4)CC2)nc2ccccc21
 : x	-10	-2	2	-3.3	-12	6	16	5	2.5
- O=C(CNCc1ccco1)Nc1cccc(S(=O)(=O)N2CCCCC2)c1
 : -1.1	4	0	-4	-2.1	5	-3	20	8	5.0
- COCCOc1ccc(C(F)(F)F)cc1NC(=O)COC(=O)C1=COCCO1
 : 0.3	9	5	-1	-0.8	5	x	x	1	3.4
- Cc1ccc2c(c1)NC(=O)C(CC(=O)NCCCN1CCCCC1C)O2 (stereo not drawn)
 : 0.9	14	3	-9	1.0	1	-15	17	-2	-0.1
- CC(C)c1ccc(C(=O)NCc2ccc(Cl)cc2)cc1
 : -1.8	5	-2	-14	0.9	-6	-3	3	3	-2.8
- CNC(=S)N(CCc1c(C)[nH]c2ccc(Cl)cc12)Cc1cccnc1
 : 1.5	4	0	9	0.1	3	5	x	4	1.2
- COC(=O)c1ccc(NC(=O)c2cccc(C)c2[N+](=O)[O-])cc1
 : -0.3	3	-2	9	1.6	3	-2	10	3	0.5
- OC[C@H]1O[C@@H](n2cnc3cc(Cl)c(Cl)cc32)[C@H](O)[C@@H]1O
 : -1.1	10	-4	-2	0.0	-8	-6	x	-3	4.5
- Cc1cccnc1NC(=O)Nc1cccc(Cl)c1
 : 1.9	7	0	-5	-1.8	-3	-20	6	3	0.5
- COc1cccc(C(=O)NC2C(=O)N3C(C(=O)O)=C(COC(C)=O)CSC23)c1 (stereo not drawn)
 : -0.6	4	-3	5	-0.5	-10	-8	x	3	-1.3
- C#CCOCCOCCOCCNc1nc(N2CCN(C(=O)CCCCCCCCCCNC(=O)[C@H]([C@@H](C)CC)n3cc(CCCCCN)nn3)CC2)nc(N2CCN(C(=O)CCCCCCCCCCNC(=O)[C@@H]([C@H](C)O)n3cc(C)nn3)CC2)n1
 : -0.3	9	7	x	-11	-17	-28	x	-39	0.0
- CC1(C(=O)NS(=O)(=O)c2ccccc2Cl)CCN1C(=O)c1cccc(F)c1 (stereo not drawn)
 : 0.3	11	-1	11	0.7	x	-2	x	x	x
- COc1cc(C)ccc1OC(C)C(=O)Nc1ccc(N2CCCCC2)cc1 (stereo not drawn)
 : 0.3	-5	14	17	-0.6	8	-2	x	0	0.6
- CCN(CC(=O)Nc1ccccc1C(F)(F)F)C(=O)c1ccc(N2CCCC2=O)cc1
 : -1.3	6	-1	10	-2.7	-10	x	x	3	0.5
- C/C(=C/CCC(C)(O)C1CC[C@@]2(C)[C@@H]3CC=C4[C@@H](CC[C@H](O[C@H]5O[C@@H](CO)[C@H](O)[C@@H](O)[C@@H]5O)C4(C)C)[C@]3(C)C(=O)C[C@]12C)CO[C@@H]1O[C@H](CO)[C@@H](O)[C@H](O)[C@H]1O (stereo partly drawn)
 : 0.3	2	1	-7	-0.9	3	-1	x	9	-0.8
- CCOC(=O)C1CCCN(C(=O)Cn2nc(C)n3nc(-c4ccccc4)cc3c2=O)C1 (stereo not drawn)
 : -2.7	3	1	-19	-0.4	0	-2	-9	-2	-0.5
- COc1ccc2nc(Nc3nc4cc5c(cc4s3)OCO5)sc2c1
 : x	14	57*	-8	1.0	-7	0	5	1	-1.1
- CC1(C)Cc2ccccc2-c2nc(-c3ccccc3)oc(=O)c21
 : -0.9	-8	2	12	-0.7	1	7	0	1	-2.9
- O=C(O)c1cc(=O)[nH]c2ccccc12
 : -1.3	14	12	-7	-1.8	x	-5	x	6	x
- O=C(O)CCCC(=O)Nc1ccc(C(=O)NCc2cccnc2)cc1
 : -2.0	-2	0	1	-2.1	2	1	0	2	-1.5
- COc1ccc(-c2nc(CN3CCC(C(=O)NCC4CCCO4)CC3)c(C)o2)cc1OC (stereo not drawn)
 : x	-6	-2	-4	-3.1	2	4	-9	6	-1.2
- COc1cc(/C=N/NC(=O)c2cccc([N+](=O)[O-])c2)ccc1OCc1ccccc1
 : -0.6	9	-1	-12	-2.4	-4	-1	12	19	3.6
- COc1ccc(CN2CCNC(=O)C2CC(=O)NC2Cc3ccccc3C2)c(OC)c1 (stereo not drawn)
 : -0.4	0	0	-3	-4.0	5	1	34	-5	1.4
- O=C(COC(=O)CCc1ccc(S(=O)(=O)N2CCOCC2)cc1)NC(=O)NC1CCCCC1
 : x	-3	8	6	-1.2	0	-4	26	3	0.8
- O=C(O)c1cc(S(=O)(=O)NC23CC4CC(CC(C4)C2)C3)ccc1Cl
 : 0.2	-2	5	2	-2.8	2	-22	x	12	5.3
- CCN(CC)CCNC(=O)c1ccc(NC(C)=O)cc1
 : -1.5&-0.2&-0.3&0.2	2&2	-3&-3	-4&-1	-1.3&-1.8	-4&-9	3&-1	20&14	11&-6	-0.4&0.3
- c1cncc(COC2CCCN(Cc3nc(-c4cccs4)no3)C2)c1 (stereo not drawn)
 : x	9	3	-8	-2.8	4	2	17	2	-0.9
- COC(=O)c1sc(NC(=O)COc2cccc(C)c2)nc1C
 : -1.2	8	-3	-10	0.4	-17	-3	-8	0	1.0
- CCOc1ccc(OCC)c(NC(=O)CN2CCN(CC(=O)NC(C)C)CC2)c1
 : 0.5	4	0	-15	0.5	3	-3	-4	-2	0.9
- Cc1noc(C)c1NC(=O)N(C)C[C@H]1Oc2c(NC(=O)Cc3ccccc3)cccc2C(=O)N([C@H](C)CO)C[C@@H]1C
 : 0.0	7	4	-2	0.3	7	-5	x	4	0.7
- Cc1ccc(S(=O)(=O)N(C)C)cc1NC(=O)CSc1nc2ncc(Cl)cc2[nH]1
 : 2.8	5	-1	-1	-4.6	x	-9	x	-2	x
- CCCNC(C)(C)COC(=O)c1ccccc1
 : -1.2	10	2	-1	-0.4	-4	-6	x	4	1.1
- Cc1ccc(C(=O)NC(=O)CSc2ncccc2C(=O)O)cc1
 : x	1	-2	-16	-0.4	1	-4	7	1	-0.5
- CC1(C)CC(=O)C2=C(C1)NC(=O)C21C(C(=O)OC(C)(C)C)=C(N)Oc2ccc(Br)cc21 (stereo not drawn)
 : -1.8	4	4	-2	2.6	-2	3	14	-4	0.5
- NC(=O)Cn1cc(/C=N\NS(=O)(=O)c2ccccc2)c2ccccc21
 : -0.7	9	1	1	0.6	x	-2	10	6	0.0
- COc1ccccc1N1CCN(C(=O)C2CC=CCC2C(=O)O)CC1 (stereo not drawn)
 : -1.1	1	0	4	-3.1	1	-10	-15	2	-1.3
- O=C(NCCc1ccccc1)c1ccc(Cl)nc1
 : 9.3	6	0	-1	-1.9	-1	3	13	6	-1.8
- Cc1occc1C(=O)NNC(=O)C1CC1
 : 0.6	-3	2	-3	-0.5	1	-6	20	10	0.9
- Cc1ccc(OC(C)C(=O)Nc2ncc(Cl)cc2Cl)c([N+](=O)[O-])n1 (stereo not drawn)
 : -0.5	4	-2	-1	-3.2	-8	-1	x	6	-1.2
- O=S(=O)(NN=C1CCCCCCC1)c1ccccc1
 : 0.1	12	8	-4	-0.1	x	5	x	7	x
- Cc1ccc(C)c(CC(=O)N2CCCC(c3cc(C(=O)NCc4ccccc4)no3)C2)c1 (stereo not drawn)
 : 0.8	4	-4	18	-4.3	x	-4	x	x	x
- O=C1CC(c2c(F)cccc2Cl)C2=C(COC2=O)N1 (stereo not drawn)
 : x	-3	0	0	-0.7	7	-2	5	9	-1.2
- COc1cccc(CNn2cnnc2)c1OCc1ccc(F)cc1
 : 1.1	-1	1	-5	-4.4	3	-4	-5	8	-4.8
- COc1ccc(-c2nc(SCC(=O)Nc3c(F)cccc3F)n[nH]2)cc1
 : x	6	1	5	-1.8	0	-22	x	-4	-1.3
- CC(C)C(=O)Nc1cc(=O)[nH]c2ncnn12
 : -1.0	1	4	-8	-0.1	-8	7	14	0	-0.8
- CN(C)P(=O)(NC(=O)c1cccn1C)N(C)C
 : x	6	3	8	0.0	-11	-4	-2	-15	5.0
- N=C1/C(=C/c2coc3ccccc3c2=O)C(=O)N=C2SC(c3ccco3)=NN12
 : -4.5	8	-1	x	-3.3	-1	u	9	i	-16
- O=C(CC[C@H]1O[C@@H](n2ccc(=O)[nH]c2=O)[C@H](O)[C@@H]1O)NCCCc1ccccc1
 : 1.1	x	1	-5	-0.4	x	-3	x	x	x
- CCCCc1cc(=O)oc2cc(C)cc(OCc3nn[nH]n3)c12
 : -3.8	22	183*	-28	-0.3	0	-8	40	5	-1.0
- COc1ccc(NC(=O)c2ccccc2NC(=O)C2CC=CCC2C(=O)O)cc1 (stereo not drawn)
 : -3.5	11	6	0	-1.2	x	-4	-9	-7	-1.7
- CCn1c2c(c3cc(Br)ccc31)CCC/C2=N\O
 : x	15	3	16	-1.6	1	-24	4	-2	0.3
- CCN(c1ccccc1)c1ncnc2c1cnn2-c1ccccc1
 : 1.4	-4	3	8	-5.4	5	-5	25	0	1.4
- O=C1CCC(C(=O)OCc2ccccc2)N1 (stereo not drawn)
 : -1.4	11	-2	-4	-0.9	7	-1	27	-4	-1.6

Part of the list above in a different format.
canonical_smiles: NC(=O)Cn1cc(/C=N\NS(=O)(=O)c2ccccc2)c2ccccc21
  Mtb BioA inh: -0.7 | GDH-TPI inh: 9 | Mtb FBA inh: 1 | CCHFV vOTU inh: 1 | FadD28 FP inh: 0.6 | Rv3671c protease: x | BoNT-F LC inh: -2 | DUSP3 inh: 10 | MazEF act: 6 | Mtb UGM inh: 0.0
canonical_smiles: COc1ccccc1N1CCN(C(=O)C2CC=CCC2C(=O)O)CC1 (stereo not drawn)
  Mtb BioA inh: -1.1 | GDH-TPI inh: 1 | Mtb FBA inh: 0 | CCHFV vOTU inh: 4 | FadD28 FP inh: -3.1 | Rv3671c protease: 1 | BoNT-F LC inh: -10 | DUSP3 inh: -15 | MazEF act: 2 | Mtb UGM inh: -1.3
